# OXTR potentiate = potentiates the human oxytocin receptor response; P30559; CHO-OTR cells, Fluo-8 calcium fluorescence, potentiator mode; 0% = oxytocin EC15, 100% = EC100; activation, % at 3 µM; 320,000 compounds, 0.061% hits; AID 2445;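 active = activation above that plate's cutoff, the mean activation of tested compounds plus 3 SD, cut at about 6.6% in these data, passing the limit was not always enough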;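 note: 100% uses oxytocin at 75 nM as the full agonist control; some results filed as inactive read as strong as hits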
# Target sequence (P30559 whole entry, looked up): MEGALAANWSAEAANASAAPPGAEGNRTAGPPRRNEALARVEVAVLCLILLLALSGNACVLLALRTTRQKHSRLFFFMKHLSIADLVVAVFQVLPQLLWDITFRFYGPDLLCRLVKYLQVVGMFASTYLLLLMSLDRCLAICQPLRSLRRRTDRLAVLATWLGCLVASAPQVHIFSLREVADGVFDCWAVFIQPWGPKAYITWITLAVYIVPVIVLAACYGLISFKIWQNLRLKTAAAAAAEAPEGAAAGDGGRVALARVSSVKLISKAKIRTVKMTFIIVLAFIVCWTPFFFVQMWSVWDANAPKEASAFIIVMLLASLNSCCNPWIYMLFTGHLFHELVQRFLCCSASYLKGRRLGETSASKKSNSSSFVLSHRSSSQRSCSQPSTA
#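 Measured by – Fluo-8 calcium dye fluorescence · Test system – human OTR in CHO cells · Dosing – one concentration, 3.0 µM compound · Controls – EC15 oxytocin alone as 0%, 75 nM oxytocin as 100% · Evaluation – normalized max/min fluorescence ratio, % activation · Timing – 6 min pre-incubation, 100 s read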
# GPR7 antagonist = antagonists of human GPR7 (neuropeptides B/W receptor 1). 290,000 compounds, 1.1% hits. GPR7-expressing cells, fluorescence antagonist assay. inhibition, % at 4.4 µM. AID 1861; in the data active = inhibition above about 16%, passing the limit was not always enough;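 note: cells stimulated with the agonist NPW; 0% = agonist with vehicle and 100% = vehicle without agonist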
# Target sequence (P48145 whole entry, looked up): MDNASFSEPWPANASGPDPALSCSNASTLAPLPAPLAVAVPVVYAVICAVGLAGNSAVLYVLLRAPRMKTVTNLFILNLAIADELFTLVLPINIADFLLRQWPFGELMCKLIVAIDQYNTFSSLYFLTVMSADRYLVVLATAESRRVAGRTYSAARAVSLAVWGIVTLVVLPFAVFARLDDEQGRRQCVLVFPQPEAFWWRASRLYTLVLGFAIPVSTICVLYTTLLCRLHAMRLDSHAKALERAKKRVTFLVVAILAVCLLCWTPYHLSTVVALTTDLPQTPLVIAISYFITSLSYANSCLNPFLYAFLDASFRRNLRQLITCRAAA
# CHO-K1 Ca antag = M1 antagonist counterscreen hit in parental CHO-K1 cells; ATP-induced calcium, Fluo-8 fluorescence; inhibition, % at 3 µM; 360,000 compounds, 0.6% hits; AID 602250;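 active = inhibition above a per-plate cutoff, the plate's mean sample inhibition plus 3 SD, cut at about 24% in these data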;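 note: 0% = DMSO plus EC80 ATP and 100% = DMSO alone without ATP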
# M1 PAM parental = M1 PAM counterscreen hit in parental CHO-K1 cells | AID 602247 | activation, % at 3 µM | 360,000 compounds, 0.02% hits | ATP EC20, Fluo-8 calcium fluorescence; 0% at ATP EC20, 100% at ATP max;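 active = activation above the run cutoff, the mean activation of all test compounds plus 3 SD, cut at about 40% in these data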;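 note: peak over basal fluorescence ratio in a 140 s read after ATP addition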
# CHO-K1 Ca ag = nonselective activator or artifact in parental CHO-K1 cells. Fluo-8 calcium fluorescence; scaled to maximal ATP response, vehicle zero. 360,000 compounds, 0.48% hits. activation, % at 3 µM; in the data active = activation above about 15%;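 note: untransfected CHO-K1 host cells lacking M1 receptor as counterscreen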
# OXTR ag = activates the human oxytocin receptor. P30559. CHO-OTR cells, Fluo-8 calcium fluorescence; normalized: DMSO 0%, oxytocin 100%. activation, % at 3 µM. 320,000 compounds, 0.32% hits;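 active = activation above the mean of all tested compounds plus 3 SD, cutoff set per screening run, cut at about 20% in these data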;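 note: peak over basal fluorescence ratio from a 100 s FLIPR kinetic read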
# V1aR counter = counter-screen for oxytocin receptor agonists: human V1a receptor agonists; P37288; CHO-V1R cells, Fluo-8 calcium fluorescence, agonist mode; 0% DMSO, 100% 3 nM vasopressin; activation, % at 3 µM; 320,000 compounds, 0.25% hits;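 active = activation above the mean activation of all tested compounds plus 3 SD, per screening run, cut at about 20% in these data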;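 note: signal is peak over basal fluorescence ratio across a 100 second FLIPR read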
# CHO parental Ca = counter-screen for OX1R antagonists: effect in parental CHO cells; parental CHO-K1, ATP-induced calcium, Fluo-8 fluorescence; inhibition, % at 5.6 µM; 330,000 compounds, 0.63% hits; AID 463079;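 active = inhibition above that plate's mean sample inhibition plus 3 SD, cut at about 26% in these data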;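 note: 0% = ATP-challenged DMSO wells and 100% = DMSO wells without ATP; some compounds past the cut are filed as inactive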
#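 Measured by: calcium-sensitive Fluo-8 fluorescence / Test system: CHO parental line / Controls: ATP-challenged DMSO wells low, unchallenged DMSO wells high / Measure: % inhibition / Compound: single nominal dose of 5.6 µM per compound / Replicates: single well per compound, no replicates / Reagent: ATP as calcium-mobilizing challenge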
# TAAR1 antag = antagonists of human TAAR1; Q96RJ0; CHO RD-HGA16 TAAR1, Fluo-8 calcium fluorescence, antagonist; inhibition, % at 3 µM; 360,000 compounds, 1.5% hits;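 active = inhibition above a per-plate cutoff, the mean inhibition of test compounds on that plate plus 3 SD, cut at about 49% in these data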;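 note: 0% = DMSO plus EC80 beta-PEA response and 100% = DMSO alone without agonist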
# Target sequence (Q96RJ0 whole entry, looked up): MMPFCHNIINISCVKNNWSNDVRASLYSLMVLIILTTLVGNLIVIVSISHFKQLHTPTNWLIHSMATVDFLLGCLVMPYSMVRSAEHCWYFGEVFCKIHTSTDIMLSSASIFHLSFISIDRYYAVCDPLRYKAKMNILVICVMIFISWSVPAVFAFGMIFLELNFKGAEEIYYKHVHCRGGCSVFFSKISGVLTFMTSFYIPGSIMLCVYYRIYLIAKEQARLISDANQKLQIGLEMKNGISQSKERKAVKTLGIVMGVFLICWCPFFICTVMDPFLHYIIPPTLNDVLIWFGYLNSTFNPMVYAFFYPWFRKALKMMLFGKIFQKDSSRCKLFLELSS
#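 System: RD-HGA16 CHO cells with stable hTAAR1 and Gα16 | Probe or stimulus: EC80 β-phenethylamine stimulus | Dosing: 3 µM, single point | Times: Dye loading 75 min at 37 °C, then 30 min room temperature | Measured by: Fluo-8 calcium-sensitive fluorescence | Read-out basis: % inhibition of agonist calcium response | Replicates: n of 1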
# An asterisk follows results filed as active; . = no result given.
smiles	OXTR potentiate	GPR7 antagonist	CHO-K1 Ca antag	M1 PAM parental	CHO-K1 Ca ag	OXTR ag	V1aR counter	CHO parental Ca	TAAR1 antag
CCN(CC)CCN1C(=O)C(=O)/C(=C(/O)c2c(C)[nH]c(C(=O)OC)c2C)C1c1ccc(C)o1 (stereo not drawn)	-10	3	1	1	2.2	1.2	-1.5	-8	-4
O=S(Cc1ccc(Cl)cc1)CC(O)COCc1ccc(Cl)cc1 (stereo not drawn)	3	8	-35	26	0.7	2.5	1.2	-14	-10
O=C(COC(=O)[C@@H]1CCCN1S(=O)(=O)c1ccc(Cl)cc1)NC1CCS(=O)(=O)C1 (stereo partly drawn)	-3	.	1	14	0.3	-0.4	0.7	-6	-1
COc1ccccc1CNC(=O)C(C)NS(=O)(=O)c1ccccc1 (stereo not drawn)	-3	-15	-2	16	1.0	0.2	2.0	0	-1
c1ccc(-c2noc(CN3CCc4sccc4C3)n2)cc1	-21	-16	-15	21	1.7	-1.9	-1.0	4	14
O=C(COC(=O)CNC(=O)c1ccco1)Nc1ccccc1OC(F)F	-6	-10	-5	11	-0.1	-0.4	0.1	12	-32
CC(C)[C@H](NC(=O)c1ccccc1F)C(=O)Nc1ccc(F)c(F)c1	-10	-1	-9	11	0.2	-1.8	-0.6	-19	2
Cc1ccc2[nH]c(=O)c(CC(=O)O)c(-c3ccccc3)c2c1	4	-11	3	-3	0.3	-0.2	0.4	-4	-3
COc1ccc(OC)c(Cc2nnc(CCC(=O)NC3CCCC3)o2)c1	-3	-7	4	4	-0.3	-0.9	0.3	-6	9
Cc1ccc(S(=O)(=O)Oc2ccc(C3C4=C(CCCC4=O)OC4=C3C(=O)CCC4)cc2)cc1	0	10	-1	2	-0.3	-0.1	0.6	-33	15
CCCNC(=O)c1ccc(COc2ccc(Cl)cc2)o1	.	-8	-5	10	2.2	.	.	.	-2
CCCCn1nnc(N(C(=O)c2cccs2)C(=O)c2cccs2)n1	.	4	-20	23	1.0	.	.	.	1
O=C(CSc1nnc(COc2cccc3cccnc23)o1)N1CCc2ccccc21	-4	-3	-12	8	0.8	-0.7	0.4	12	7
COc1ccccc1NC(=O)COc1ccc(Br)cc1CNCCCN1CCOCC1	-15	3	4	-18	-0.3	-1.1	1.5	-19	12
C[C@H](CO)N1C[C@H](C)[C@@H](CN(C)C(=O)Nc2ccc(C(F)(F)F)cc2)Oc2c(NC(=O)NC3CCCCC3)cccc2C1=O	2	.	-9	2	-0.1	0.6	1.6	-15	10
CC(C)(C)n1nnnc1C(c1ccncc1)N(Cc1ccccc1)Cc1ccco1 (stereo not drawn)	-1	8	-12	16	0.5	-1.9	-0.2	-33	14
CC(=O)Nc1ccc(C(=O)N(C)c2ccccc2)cc1	-2	-1	-4	2	-0.3	0.9	1.1	-10	-18
O=C1C(=O)N(CCN2CCOCC2)C(c2cccnc2)/C1=C(/O)c1ccc(Cl)cc1 (stereo not drawn)	-3	-6	2	8	0.5	0.0	0.5	4	2
Cc1ccnc(NS(=O)(=O)c2ccc(NS(=O)(=O)c3cc(Cl)ccc3Cl)cc2)n1	5	-2	-9	-8	-0.2	1.0	0.9	-10	0
CC1(C)CC(=O)C(N=Nc2cccc([N+](=O)[O-])c2)=C(O)C1	-2	-11	-16	16	2.6	0.6	1.4	-10	-4
Cc1cc(Cl)ccc1OCCCC(=O)NCCN1C(=O)S/C(=C\c2cccnc2)C1=O	-9	-11	3	9	10	4.3	5.7	-25	9
CCOC(=O)N1CCC(N2C(=O)c3ccc(C(=O)NCc4ccco4)cc3C2=O)CC1	-3	-11	-5	15	0.9	-0.6	0.8	-5	-7
CC[C@@H](C)[C@@H]1CN([C@@H](C)CN2CCC[C@H]2CN2C(N)=NC[C@@H]2Cc2ccccc2)C(=N)N1CCCC1CCCC1	-2	.	-7	-14	0.1	0.4	0.3	-8	-4
O=C(CNC(=O)c1ccccc1)NCC(=O)OCC(=O)c1ccc(F)cc1	5	0	-7	15	1.3	1.4	1.7	-2	10
CC(C)C(NS(=O)(=O)c1ccccc1)C(=O)NC1CCCC1 (stereo not drawn)	1	-17	-16	5	0.8	0.3	-0.7	-7	-24

# Further structures.
smiles	OXTR potentiate	GPR7 antagonist	CHO-K1 Ca antag	M1 PAM parental	CHO-K1 Ca ag	OXTR ag	V1aR counter	CHO parental Ca	TAAR1 antag
COc1cc(/C=C/C(=O)O)ccc1S(=O)(=O)N1CCCc2ccccc21	-12	-4	11	-11	-0.4	-0.9	0.6	-2	12
Cc1cc(C)c2nc(-c3ccccn3)cc(C(=O)NCc3ccc(S(N)(=O)=O)cc3)c2c1	-8	-10	1	16	1.2	-0.7	-0.2	-9	10
NCCNc1ccc([N+](=O)[O-])c(NC2CC2)c1	-1	-3	0	11	0.6	-3.2	0.1	-9	-9
COc1ccc(NC(=O)CSCc2cc(=O)n3nc(C4CC4)sc3n2)cc1	-4	-11	-23	24	0.4	-0.1	1.1	-3	-2
CC1(C(=O)Nc2ccc3c(c2)OCO3)CCN1Cc1csc2ccccc12 (stereo not drawn)	.	.	-24	40*	-0.2	.	.	.	24
O=C(O)CCCC(=O)N1N=C(c2ccccc2)CC1c1ccc2nccnc2c1 (stereo not drawn)	1	-4	-14	21	-0.1	-0.2	0.0	-11	-8
CC(C)(CO)NS(=O)(=O)c1ccc2c(c1)C(=O)c1cc(S(=O)(=O)NC(C)(C)CO)ccc1-2	-6	-10	-10	10	0.2	1.0	0.1	-2	-3
CN(C(=O)COC(=O)CN1C(=O)c2ccccc2C1=O)c1c(N)n(Cc2ccccc2)c(=O)[nH]c1=O	-8	.	9	-5	-0.3	0.7	0.4	-4	-19
COc1ccccc1CNC(=O)COC(=O)c1ccc(Cl)nc1	-1	.	6	-12	1.6	-0.4	0.5	-23	8
CNc1nc(C23CC4CC(CC(C4)C2)C3)cs1	-15	-10	-15	13	2.2	-1.6	-0.6	-14	-28
O=C(Nc1sccc1C(=O)N1CCOCC1)c1cccnc1	-7	-13	-12	15	0.9	-0.1	0.1	-3	.
O=S(=O)(Oc1ccccc1)c1cccnc1	0	.	-6	0	-0.2	0.5	0.2	-4	2
Cc1onc(-c2ccccc2Cl)c1C(=O)N(C)CC(=O)Nc1ccc(F)c(F)c1F	-5	.	0	-9	0.5	0.8	-0.1	-23	-2
Cc1ccc(Nc2c([N+](=O)[O-])c(=O)oc3ccccc23)cc1	-8	22	16	-3	1.0	-1.3	-0.3	-3	0
NC(=O)C1CCN(C(=O)CN(c2cccc(Cl)c2)S(=O)(=O)c2ccccc2)CC1	-3	-3	-8	-7	0.5	-0.2	0.2	2	3
NS(=O)(=O)c1cccc(NC(=O)COC(=O)CC2Sc3ccccc3NC2=O)c1 (stereo not drawn)	-3	.	-10	12	0.1	0.9	0.8	-2	-4
Cn1c(C(=O)O)c(CC(=O)Nc2ccc(F)cc2F)c2ccccc21	-4	-3	-7	14	0.8	-1.2	1.8	5	-6
CC(C)Oc1cc(N)c(Cl)cc1Cl	0	-5	21	-10	-0.1	-0.9	-0.2	-2	3
COc1ccc(N2CCN(CCNC(=O)CCCn3c(=O)[nH]c4cc(Cl)ccc4c3=O)CC2)cc1	0	7	-10	14	0.6	0.7	-0.1	1	-2
CCOC(=O)c1c(C)[nH]c(C)c1S(=O)(=O)N(C)CC(=O)NCc1ccc(F)cc1	4	-9	10	-10	0.3	-1.0	0.1	-8	-5
Cc1cc2c3c(c1)C(C)(c1ccccc1)CC(C)(C)N3C(=O)C21C(C#N)=C(N)OC2=C1C(=O)CC(C)(C)C2 (stereo not drawn)	0	-4	-15	20	1.0	0.2	5.0	-28	-8
COc1ccc(C2N(C(C)=O)CCCN2S(=O)(=O)c2ccc(C)cc2)cc1 (stereo not drawn)	1	-2	-12	3	0.0	-0.3	0.3	-2	-9
CCOC(=O)c1c(C)[nH]c(C(=O)Nc2ccc3c(c2)OCO3)c1C	-1	3	.	.	.	3.5	3.7	-9	.
Cc1noc(NC(=O)c2cccc(Cl)c2Cl)c1C#N	-3	-10	-20	-8	0.1	1.0	1.2	-10	-4
CN(C)c1nc2c(c(=O)n(C)c(=O)n2C)n1Cc1ccccc1	2	-14	-1	6	0.2	-0.2	-0.2	-12	3

# In another format: results already given
# Below each compound: OXTR potentiate	GPR7 antagonist	CHO-K1 Ca antag	M1 PAM parental	CHO-K1 Ca ag	OXTR ag	V1aR counter	CHO parental Ca	TAAR1 antag
Cc1onc(-c2ccccc2Cl)c1C(=O)N(C)CC(=O)Nc1ccc(F)c(F)c1F
 : -5	.	0	-9	0.5	0.8	-0.1	-23	-2
Cc1ccc(Nc2c([N+](=O)[O-])c(=O)oc3ccccc23)cc1
 : -8	22	16	-3	1.0	-1.3	-0.3	-3	0

# Remaining list, next part.
smiles	OXTR potentiate	GPR7 antagonist	CHO-K1 Ca antag	M1 PAM parental	CHO-K1 Ca ag	OXTR ag	V1aR counter	CHO parental Ca	TAAR1 antag
CCOC(=O)c1sc(=S)n(Cc2ccccc2)c1C	-3	-7	4	4	1.1	-1.9	2.9	-12	-6
C=CCOC(=O)C1=C(C)NC(SCC(N)=O)=C(C#N)C1c1ccc(C)cc1 (stereo not drawn)	-8	-8	-15	11	0.6	-4.0	0.2	-15	-41
CC(=O)c1cccc(NC(=O)C2CC(=O)N(c3cccc(C)c3C)C2)c1 (stereo not drawn)	-4	-1	0	3	1.7	-0.6	-0.7	-13	-3
Cc1ccc(/C=C2\SC(=S)N(CCC(=O)NNS(=O)(=O)c3ccccc3)C2=O)cc1	-3	-15	-17	24	0.8	-0.1	0.2	-14	.
CCOC(=O)c1c(C)[nH]c(C(=O)OC(C)C(=O)NC2(C#N)CCCCC2)c1C (stereo not drawn)	.	.	-1	14	2.1	.	.	.	-6
CCC(Sc1nc2ccsc2c(=O)n1Cc1ccc(C(=O)O)cc1)C(=O)Nc1cccc(OC)c1 (stereo not drawn)	.	.	9	-9	-0.4	.	.	.	-31

# Filtered by structure: those above containing an aryl thioether with sulfur outside any ring
smiles	OXTR potentiate	GPR7 antagonist	CHO-K1 Ca antag	M1 PAM parental	CHO-K1 Ca ag	OXTR ag	V1aR counter	CHO parental Ca	TAAR1 antag
O=C(CSc1nnc(COc2cccc3cccnc23)o1)N1CCc2ccccc21	-4	-3	-12	8	0.8	-0.7	0.4	12	7
CCC(Sc1nc2ccsc2c(=O)n1Cc1ccc(C(=O)O)cc1)C(=O)Nc1cccc(OC)c1 (stereo not drawn)	.	.	9	-9	-0.4	.	.	.	-31
